TGFb inhibitor: TGF-b pathway inhibition; 1.2% of 410,000 active; Potency, µM (highest dose often 46.1 µM), inactives show top-dose activity, negative = inhibition, actives largely listed as inhibitors; HepG2 CAGA-GFP TGF-b/SMAD3 reporter, GFP fluorescence, 18 h; TGF-beta stimulated, 500 pg/mL final; also: potency is read from the fitted curve at half-maximal effect; % is scaled to controls: 0 for no effect and ±100 for the full control effect; nearly all actives have a fitted effect of over 65% in size
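Inhibition of TGF-beta-driven CAGA-GFP reporter expression in HEPG2 cells is measured by cellular GFP fluorescence after 18 h stimulation with 500 pg/mL recombinant TGF-beta in 1% FBS medium at 37 degrees C.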
HepG2 tox: kills HepG2 cells in TGF-b inhibitor counter-screen. HepG2 CAGA-GFP viability, ATP luminescence, 18 h. Potency, µM (titrated, usually from 46.1 µM), inactives show at the top dose activity change, negative = cytotoxicity, usual class: cytotoxic. 0.76% of 410,000 active. AID 588856; also: potency is read from the fitted curve at half-maximal effect; some results filed as inactive show a strong effect at the top dose
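HepG2 CAGA-GFP cells (1000/well, DMEM with 1% FBS) received compound, then TGF-beta at 500 pg/mL final, and were incubated 18 hours at 37 degrees C. Viability was read by CellTiter-Glo luminescence. Media-only wells were set as complete cell-killing and DMSO as no toxicity.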
A549 viability: counter-screen for Nrf2 inhibitors: cytotoxicity in A549 cells; A549 ARE-Fluc cells, CellTiter-Fluor viability, 18-24 h; Potency, µM (series often up to 46 µM), for the others: at the highest dose activity change, negative = cytotoxicity, hits mostly inhibitors; 0.16% of 390,000 active; AID 504648; also: potency is read from the fitted curve at half-maximal effect; % is scaled to controls: 0 for no effect and ±100 for the full control effect
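A549 ARE_Fluc cells in 5% FBS OPTI-MEM were exposed to compounds in concentration-response for 18-24 h at 37 deg C. Viability was read by CellTiter-Fluor fluorescence (Ex 405/Em 525) after 30 min, before the luciferase read.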
ATXN2 expr inh: reduces ATXN2 reporter expression in HEK-293 cells; HEK-293 ATXN2-luciferase reporter, luminescence, 24 h; Potency, µM (titrated, usually from 57 µM), for inactives: top-dose activity change, negative = inhibition, actives largely listed as inhibitors; 0.72% of 360,000 active; also: potency is read from the fitted curve at half-maximal effect; % is scaled to controls: 0 for no effect and ±100 for the full control effect; nearly all actives have a fitted effect of over 55% in size
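qHTS (up to 57 uM final) was run with 24 h compound exposure of reporter cells at 37 °C. Each well was multiplexed: SteadyGlo luminescence measured ATXN2-luciferase expression after a fluorogenic Gly-Phe-AFC viability readout (25 uM final).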
MCF10A rerep: inducers of DNA re-replication in MCF 10A breast cells | 2.9% of 350,000 active | AID 624296 | Potency, µM (titrated, usually from 46.1 µM), inactives show at the highest dose activity, positive = re-replication, actives largely listed as activators | MCF 10A DNA re-replication, Hoechst nuclear intensity, 48 h; also: potency is read from the fitted curve at half-maximal effect; % of control where 0% means no effect; nearly all actives have a fitted effect of over 50% in size
Nrf2 ARE act: Nrf2 pathway activation; 0.31% of 410,000 active; AREc32 ARE-luciferase reporter (MCF7-derived line), luminescence, 24 h; Potency, µM (doses to about 46.1 µM), for inactives: top-dose activation, hits mostly activators; also: potency is read from the fitted curve at half-maximal effect; % of control where 0% means no effect; nearly all actives have a fitted effect of over 65% in size
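Each well held 1000 AREc32 cells, which were incubated with compound for 24 hr at 37 deg C after overnight attachment, and ARE reporter activity was quantified by firefly luciferase luminescence.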
S2 tox: viability counter-screen for ATXN expression inhibitors; S2 cells (HEK-293 line with an ATXN2-luciferase reporter) viability, CellTiter-Fluor protease fluorescence, 24 h; Potency, µM (top dose mostly 56.7 µM), actives largely listed as cytotoxic; 0.49% of 400,000 active; also: potency is read from the fitted curve at half-maximal effect; nearly all actives have a fitted effect of over 40% in size
IL-1B inflam inh: inhibitors of inflammasome signaling (IL-1 beta secretion). THP-1 LPS/ATP IL-1B secretion, AlphaLISA, 16 h; active compounds read low. activity change, % at 57.5 µM. 4.7% of 360,000 active. AID 743279; in the data active = activity change below about -50%; inconclusive = mostly about -30% to -49%; also: % is scaled to controls: 0 for no effect and ±100 for the full control effect
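Secreted IL-1B measured by AlphaLISA bead assay after 16 h compound exposure of THP-1 cells; compounds (final up to 57.5 uM) added 1 h before LPS (250 ng/mL) and ATP (1.25 mM) stimulation; lower signal means less secretion.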
Nrf2 inh: Nrf2 pathway inhibition | Potency, µM (top dose mostly 46 µM), inactives show at the highest dose activity change, negative = inhibition, most hits filed as inhibitors | A549 ARE-Fluc reporter, luciferase luminescence, 18-24 h | 2.1% of 360,000 active; also: potency is read from the fitted curve at half-maximal effect; % is scaled to controls: 0 for no effect and ±100 for the full control effect; nearly all actives have a fitted effect of over 60% in size
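Reporter: ARE-Fluc in A549. Exposure: 18-24 h, 37 °C, 5% CO2, 5% FBS OPTI-MEM. Readouts: fluorescent cytotoxicity (CellTiter-Fluor), then luminescent Nrf2 signal after BugLite.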
* hit, by the source's call; i = inactive; u = inconclusive; x = no result given; [ ] = remark or other dose. Unless noted, calls follow the shape of the dose curve; as a rule, active = well fitted curve in the direction sought with a large enough effect; inconclusive = small, poorly fitted or top-dose-only effect, or another doubt; inactive = no such curve, though single readings can be large; an effect the other way counts as inactive or inconclusive.

canonical_smiles | TGFb inhibitor | HepG2 tox | A549 viability | ATXN2 expr inh | MCF10A rerep | Nrf2 ARE act | S2 tox | IL-1B inflam inh | Nrf2 inh
Cc1ccc(-c2nn(-c3ccc(F)cc3)cc2C(=O)NCC(c2cccs2)N2CCOCC2)cc1 (stereo not given) | 1% | -7% | -1% | -9% | 1% | 0.3% | i | 39 | 10%
O=C(COC(=O)c1cc2ccccc2oc1=O)Nc1ccc(F)cc1F | 3% | -30% | 2% | 44%[activator] | -1% | 3.7% | i | 7 | 24%
Cc1ccc(NCC(=O)N/N=C/c2ccc(-c3cccc(C(F)(F)F)c3)o2)cc1 | -13% | -15% | 2% | u | 9% | 0.3% | u | -8 | -27%
CCCC(=O)c1ccc(N2CCN(C(=O)OCC)CC2)c(F)c1 | -2% | -36% | -7% | 3% | u | -0.4% | i | u | 7%
COc1cc(-c2nc(CCNC(=O)c3ccco3)cs2)cc(OC)c1OC | 5% | -4% | -11% | -7% | 2% | 1.6% | i | 0 | 21%
CCc1ccc(NCc2cc3ccc(OC)cc3n(CC(=O)Nc3ccc(C(C)C)cc3)c2=O)cc1 | -12% | -6% | 6% | 4% | x | 4.5% | i | x | u
Cc1cc(S(=O)(=O)N2CCOCC2)ccc1OCC(=O)NCCN1CCOCC1 | -25% | -31% | -4% | -1% | -5% | 0.1% | i | 13 | -9%
Cc1ccc(C(NC(=O)c2ccccc2)C(Cl)Cl)cc1 (stereo not given) | 0% | 0% | 7% | -9% | 0% | 7.3% | i | 0 | -4%
O=C(NCc1ccccc1F)C(=O)NCC(c1ccco1)S(=O)(=O)c1cccs1 (stereo not given) | 12% | 4% | -5% | x | x | 1.1% | x | x | x
CCN1CCN(Cc2nc3c(c(=O)[nH]c(=O)n3C)n2Cc2ccccc2Cl)CC1 | -9% | -2% | 11% | -15% | -7% | 0.1% | i | 4 | -1%
CSC1=C(C#N)C(c2ccccc2Cl)C(C(=O)c2cccs2)C(O)(C(F)(F)F)N1 (stereo not given) | -12% | -24% | 10% | -3% | u | 3.2% | i | 17 | -8%
COc1ccc(S(=O)(=O)Nc2ccc3c(c2)C(=O)N([C@H](C)CO)C[C@H](C)[C@@H](CN(C)C(=O)NC(C)C)O3)cc1 | 0% | 1% | 0% | 18% | 7% | -0.3% | i | 14 | 16%
Cn1c(-c2ccccc2)cnc1NCc1ccc(F)cc1 | -5% | -17% | 0% | x | 2% | 0.7% | i | 0 | 3%
CC(=O)c1cc(C(=O)NC2CCCc3c2cnn3-c2cc(C)cc(C)c2)[nH]n1 (stereo not given) | -26% | -19% | 1% | 32%[activator] | -2% | 3.6% | i | 25 | -3%
COCCN=c1scc(-c2cc(OC)c(OC)c(OC)c2)n1/N=C/c1c(C)[nH]c2ccccc12 | u | -12% | -7% | -23% | u | 0.5% | u | u | u
Cc1ccc2c(c1)sc1nncn12 | 0% | -7% | x | x | x | 4.0% | i | 29 | x
CC(=O)Nc1ccccc1-c1ccccc1[N+](=O)[O-] | -6% | 2% | -9% | 14% | 5% | -1.1% | i | -3 | 2%
O=C(CSCn1nnc2c(=O)[nH]c(Cc3ccc(F)cc3)nc21)Nc1ccccc1 | -22% | 0% | -3% | 8% | x | 4.2% | i | x | 4%
CC(C)(C)OC(=O)N1CCC(C(=O)Nc2ccc(C(=O)N3CCCCC3)cc2)CC1 | 9% | -45% | 8% | 8% | u | 0.3% | i | 0 | -2%
N#Cc1c(-c2ccc(Cl)cc2)c2c([nH]c1=S)CCCC2 | 12% | 3% | 0% | -26%[11.3 µM] | -4% | -0.8% | i | 62 | -7%
O=C(CCNC(=O)C1CCN(S(=O)(=O)c2ccccc2)CC1)Nc1ccccc1 | 1% | 12% | -1% | -2% | 0% | -0.3% | i | u | 5%
CCC(C)N(C(=O)c1csnn1)C(C(=O)NC1CCCC1)c1ccccc1F (stereo not given) | 14% | 6% | -6% | 19% | -5% | -0.5% | i | 0 | u
CCOc1ccc(Cn2nnc(C(=O)NCCc3ccc(Cl)cc3)c2N)cc1 | -1% | 4% | 6% | 1% | u | -0.2% | i | -8 | u
CCOC(=O)c1cc(NC(=O)CCC(=O)O)ccc1N1CCCCC1 | 5% | -13% | -8% | 2% | 5% | 0.4% | i | 8 | -4%
CCOC(=O)C1C(=O)C=C(/C=C/c2ccc(N(C)C)cc2)CC1c1ccccc1 (stereo not given) | 87%[activator] | -16% | -6% | -1% | 16% | -0.4% | i | 8 | 1%
CCCCn1c(SCC(=O)Nc2cc(C)on2)nc2c1c(=O)n(C)c(=O)n2C | -7% | 15% | -8% | 4% | 1% | 0.0% | i | 38 | 16%
CC1CCCC(C)N1C(=O)CSc1nnc(CSc2ncccn2)n1C (stereo not given) | -21% | 6% | -3% | 1% | -5% | -0.6% | i | 0 | 1%
CCOC(=O)C1CCN(C(=O)C(CC)c2ccccc2)CC1 (stereo not given) | 3% | 13% | 7% | x | -2% | -0.6% | i | 15 | 1%
O=[N+]([O-])c1ccc(COc2ccc(CN3CCCC3)cc2)cc1 | 8% | -22% | 4% | 0% | u | 6.2% | i | -8 | 14%
COc1cccc(Cn2c(NCC(C)C)nc3c2c(=O)n(C)c(=O)n3C)c1 | 3% | -19% | -3% | -5% | u | 2.3% | i | 21 | u
O=C(Nc1ccccc1N1CCN(C(=O)c2ccc(Cl)cc2)CC1)c1cc(Br)ccc1Cl | 43%[activator] | -17% | -5% | 3% | 153%[0.0737 µM] | 0.1% | i | -12 | -14%
CCOC(=O)CCCCCC(=O)Nc1ccc2c(c1)C(=O)N([C@@H](C)CO)C[C@@H](C)[C@H](CN(C)C(=O)c1ccncc1)OCCCC[C@H](C)O2 | 11% | -15% | x | 0% | x | -0.4% | i | -1 | x
CSc1nc(-c2ccc(Cl)cc2)c(C#N)c(=O)n1C | -9% | -25% | -8% | -5% | 0% | -0.7% | u | -20 | 3%
CCOc1ccc(C(=O)NCc2ccncc2)cc1 | 25% | -4% | 2% | 6% | 0% | 0.2% | i | 4 | x
O=[N+]([O-])c1cc(Br)c(OCc2nnc(-c3ccccc3)o2)c(Br)c1 | 7% | -12% | 0% | x | 2% | 3.1% | i | -13 | u
COc1ccc(-n2ccn(CC(=O)Nc3ccccc3C(F)(F)F)c(=O)c2=O)cc1OC | 16% | 5% | 0% | x | x | 0.4% | x | x | -5%
O=C(Nc1nc(-c2cccs2)cs1)C1CC(=O)N(c2ccc3c(c2)OCCO3)C1 (stereo not given) | u | -35% | -3% | x | x | x | x | x | -21%
COc1cccc2c(O)c(-c3ccccc3)c(=O)[nH]c12 | 1% | 10% | 1% | 10% | -7% | -0.3% | i | -11 | -10%
COC(=O)CCC(=O)OC1(C)C(=O)C=C2C=C(c3ccsc3)OC=C2C1=O (stereo not given) | 18% | -11% | 2% | 5% | 10% | 3.0% | i | 29 | 5%
O=C(O)c1cccc(NC(=S)NC(NC(=O)c2ccco2)C(Cl)(Cl)Cl)c1 (stereo not given) | 2% | -1% | 4% | 2% | 0% | -0.4% | i | -2 | -2%
O=C(NCc1cccs1)C1CC(c2ccccc2O)=NO1 (stereo not given) | -23% | 11% | -4% | 54%[activator] | 18µM* | 0.4% | i | 19 | -3%
Cn1c(SCC(=O)N/N=C/c2ccncc2)nc2ccccc21 | 8% | -31% | -4% | -12% | 5% | 0.3% | i | 9 | -9%
N#Cc1ccc(COC(=O)c2cccnc2Cl)cc1 | -14% | 0% | -2% | -18% | -2% | 1.1% | i | -5 | 0%
N#Cc1c(N)nc(SCC(=O)NCCc2ccccc2)c(C#N)c1-c1cccs1 | u | 7% | 0% | -14% | 5% | 4.3% | i | -11 | x

Eight neighbouring entries already listed, for reference:
canonical_smiles | TGFb inhibitor | HepG2 tox | A549 viability | ATXN2 expr inh | MCF10A rerep | Nrf2 ARE act | S2 tox | IL-1B inflam inh | Nrf2 inh
CCOc1ccc(C(=O)NCc2ccncc2)cc1 | 25% | -4% | 2% | 6% | 0% | 0.2% | i | 4 | x
O=[N+]([O-])c1cc(Br)c(OCc2nnc(-c3ccccc3)o2)c(Br)c1 | 7% | -12% | 0% | x | 2% | 3.1% | i | -13 | u
COc1ccc(-n2ccn(CC(=O)Nc3ccccc3C(F)(F)F)c(=O)c2=O)cc1OC | 16% | 5% | 0% | x | x | 0.4% | x | x | -5%
O=C(Nc1nc(-c2cccs2)cs1)C1CC(=O)N(c2ccc3c(c2)OCCO3)C1 (stereo not given) | u | -35% | -3% | x | x | x | x | x | -21%
COc1cccc2c(O)c(-c3ccccc3)c(=O)[nH]c12 | 1% | 10% | 1% | 10% | -7% | -0.3% | i | -11 | -10%
COC(=O)CCC(=O)OC1(C)C(=O)C=C2C=C(c3ccsc3)OC=C2C1=O (stereo not given) | 18% | -11% | 2% | 5% | 10% | 3.0% | i | 29 | 5%
O=C(O)c1cccc(NC(=S)NC(NC(=O)c2ccco2)C(Cl)(Cl)Cl)c1 (stereo not given) | 2% | -1% | 4% | 2% | 0% | -0.4% | i | -2 | -2%
O=C(NCc1cccs1)C1CC(c2ccccc2O)=NO1 (stereo not given) | -23% | 11% | -4% | 54%[activator] | 18µM* | 0.4% | i | 19 | -3%

No enrichment for hits; overall some 8.8% were active at least once.
